STEP block – STEP phosphatase inhibitors, primary screen, biochemical, fluorescence intensity, uHTS; Tyrosine-protein phosphatase non-receptor type 5 (Homo sapiens), P54829; recombinant STEP, OMFP fluorogenic substrate; inhibition, % at 20 µM; 0.25% of 360,000 active;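 active = inhibition at 20 µM, scaled per plate between control wells, above about 37%, limit read from the data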;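 note: 0% = DMSO with enzyme and substrate and 100% = substrate only without enzyme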
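Material: STEP (striatal-enriched tyrosine phosphatase) enzyme, cell-free; Compound dosing: 20 µM single dose in 1% DMSO; Technique: fluorescence read at 480 nm ex / 540 nm em; Times: reaction 20 min, ambient temperature; Medium: 50 mM Bis-Tris pH 6.0 with 2.5 mM DTT and 0.005% Tween 20; Also added: OMFP at 25 µM.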
LMPTP block – LMPTP phosphatase inhibitors, primary screen, biochemical, fluorescence intensity, uHTS; Low molecular weight phosphotyrosine protein phosphatase (Homo sapiens), P24666; recombinant LMPTP-A, OMFP fluorogenic substrate; inhibition, % at 20 µM; 0.22% of 360,000 active; AID 651560, 2012;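 active = compounds that cut the enzyme signal by at least half of the control window in the single-dose screen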;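 note: plate controls were DMSO wells with enzyme plus substrate for no effect and substrate without enzyme for full effect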
Target sequence (P24666 whole entry, looked up): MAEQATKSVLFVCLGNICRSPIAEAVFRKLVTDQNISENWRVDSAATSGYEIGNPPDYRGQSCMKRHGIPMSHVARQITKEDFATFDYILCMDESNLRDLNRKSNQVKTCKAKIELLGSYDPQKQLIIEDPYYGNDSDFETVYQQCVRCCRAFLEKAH
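Test system – LMPTP-A phosphatase enzyme · Quantity – 0.625 nM LMPTP-A final · Reagent – OMFP substrate, 400 µM final · Dosing – one test concentration per compound, 20 µM, with 3% DMSO overall · Timing – 50 min enzyme reaction at room temperature, protected from light · Detection – fluorescence intensity · Controls – substrate-only low control, DMSO enzyme-plus-substrate high control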
Rpn11 block – Rpn11 (PSMD14) deubiquitinase inhibitors, primary screen, biochemical, fluorescence polarization, uHTS; 26S proteasome non-ATPase regulatory subunit 14 (Homo sapiens), O00487; human 26S proteasome, Ub4-pepOG fluorescence polarization; 20S core pre-blocked with epoxomicin; calls only at 20 µM; 0.59% of 360,000 active;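 active = inhibition at 20 µM, scaled to each plate's controls, above about 33%, limit read from the data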
Target sequence (O00487 whole entry, looked up): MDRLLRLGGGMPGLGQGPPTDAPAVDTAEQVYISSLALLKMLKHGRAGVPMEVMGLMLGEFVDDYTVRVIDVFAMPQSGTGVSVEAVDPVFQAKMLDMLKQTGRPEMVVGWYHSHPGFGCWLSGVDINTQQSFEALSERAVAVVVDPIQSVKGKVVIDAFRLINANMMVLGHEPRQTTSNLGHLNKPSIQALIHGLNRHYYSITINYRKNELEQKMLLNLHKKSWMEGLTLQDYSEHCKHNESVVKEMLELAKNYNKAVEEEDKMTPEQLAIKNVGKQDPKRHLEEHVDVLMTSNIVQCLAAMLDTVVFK
NadD block – inhibitors of S. aureus NadD, primary screen, biochemical, colorimetric, uHTS; purified NadD enzyme, colorimetric absorbance read-out; 0.78% of 360,000 active; inhibition, % at 20 µM; AID 602399, 2012; Nicotinate-nucleotide adenylyltransferase NadD (Staphylococcus aureus N315); in the data active = inhibition above about 26%; note: some compounds past the cut are filed as inactive
DNMT1 block – human DNMT1 methyltransferase inhibitors, primary screen, biochemical, molecular beacon, fluorescence, HinP1I cleavage, uHTS. DNA (cytosine-5)-methyltransferase 1 (Homo sapiens), P26358. inhibition (reported as % activation of signal), % at 10 µM. 0.83% of 360,000 active. AID 588458, 2011; in the data active = inhibition above about 50%
CSN deneddyl inh – inhibitors of CSN-mediated cullin deneddylation, primary screen, biochemical, fluorescence polarization, uHTS; COP9 signalosome complex subunit 5 (Homo sapiens), Q92905; Purified CSN, SCF-Nedd8-OG deneddylation; inhibition, % at 12.5 µM; 0.38% of 360,000 active;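 active = pattern-corrected inhibition above about 35%, with an unprinted fluorescence ratio check between 0.5 and 1.5, limit read from the data, passing the limit was not always enough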;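 note: 0% = enzyme with substrate and 100% = substrate without enzyme; some results filed as inactive read as strong as hits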
Target sequence (Q92905 whole entry, looked up, one chain of several): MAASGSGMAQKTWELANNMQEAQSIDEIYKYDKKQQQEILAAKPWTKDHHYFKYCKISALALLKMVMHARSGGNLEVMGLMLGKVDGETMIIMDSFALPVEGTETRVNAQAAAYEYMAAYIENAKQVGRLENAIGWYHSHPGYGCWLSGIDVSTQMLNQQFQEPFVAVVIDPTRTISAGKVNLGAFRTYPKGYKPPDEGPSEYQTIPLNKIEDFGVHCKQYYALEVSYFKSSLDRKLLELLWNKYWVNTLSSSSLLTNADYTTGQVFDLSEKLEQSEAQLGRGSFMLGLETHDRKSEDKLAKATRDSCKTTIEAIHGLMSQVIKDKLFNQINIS
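Test system: purified human Csn5 enzyme expressed in HEK293T cells. Amount: 0.24 nM enzyme. Reagent: SCFSkp2-Nedd8OG substrate at 10 nM final. Schedule: 90 min incubation of compound, enzyme and substrate at room temperature. Detection: fluorescence polarization. Read-out: % inhibition of substrate cleavage by Csn5.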
SUMO1 PPI mod – modulators of SUMO1 protein-protein interactions, primary screen, biochemical, uHTS. 0.33% of 360,000 active. SUMO1 binding to a labelled peptide, TR-FRET, 1 h. Small ubiquitin-related modifier 1 (Homo sapiens), P63165. inhibition, % at 20 µM; in the data active = inhibition above about 37%
Target sequence (P63165 whole entry, looked up): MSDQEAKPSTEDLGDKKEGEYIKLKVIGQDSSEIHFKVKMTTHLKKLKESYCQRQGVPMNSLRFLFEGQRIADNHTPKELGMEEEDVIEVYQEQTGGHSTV
Tb MetRS inh – T. brucei MetRS inhibitors, primary screen, biochemical, luminescence; purified T. brucei MetRS, ATP depletion, Kinase-Glo luminescence; inhibition, % at 11.9 µM; 0.4% of 360,000 active;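 active = inhibition above a per-plate cutoff of the control wells' mean inhibition plus 3 SD, cut at about 5.5% in these data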;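 note: 0% = DMSO wells median and 100% = median of wells with control inhibitor compound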
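Dosing: 11.9 µM compound single dose, 0.9% DMSO; Assay system: purified T. brucei MetRS enzyme; Measured by: Kinase-Glo luciferase luminescence reporting remaining unconsumed ATP; Schedule: 15 min plus 2 h at 25 °C.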
Scp1 inh – Scp-1 phosphatase inhibitors, primary screen, biochemical, colorimetric, uHTS; Recombinant Scp1, phosphopeptide, malachite green phosphate absorbance; inhibition, % at 20 µM; 0.88% of 340,000 active;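 active = inhibition above about 50% at 20 µM, limit read from the data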;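 note: plate controls were DMSO wells with enzyme for no effect and wells lacking enzyme for full effect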
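System: truncated SCP-1 phosphatase (76-261aa); medium: Tris acetate buffer pH 5.5 with MgCl2 and Tween-20; incubation: 45 min room-temperature reaction, 5 min colour, 30 min stabiliser; compound: single 20 µM dose, 1% DMSO; reagent: Phosphorylated 17-residue peptide substrate; read-out: % inhibition at 20 µM; technique: colorimetric free-phosphate detection, absorbance 630 nm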
MsrA inhibitor – bovine MsrA enzyme inhibitors, primary screen, biochemical, absorbance, HTS | AID 651718, 2012 | purified bovine MsrA, absorbance read-out | inhibition, % at 15.5 µM | Methionine sulfoxide reductase A (Bos taurus) | 0.75% of 360,000 active; in the data active = inhibition above about 4.5%;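 note: 0% = vehicle wells with enzyme and 100% = reference inhibitor wells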
An asterisk follows results filed as active.

For Oc1ccccc1-c1nnc(-c2ccc(C(F)(F)F)cc2)o1 the results were STEP block 2, LMPTP block -3.0, Rpn11 block inactive, NadD block 3, DNMT1 block 3, CSN deneddyl inh -2, SUMO1 PPI mod 4, Tb MetRS inh -0.6, Scp1 inh -7 and MsrA inhibitor 0.7.
`O=C(N/N=C/c1cc2c(cc1Cl)OCO2)c1ccncc1` gave STEP block 1, LMPTP block -1.5, Rpn11 block inactive, NadD block 4, DNMT1 block 3, CSN deneddyl inh -2, SUMO1 PPI mod -12, Tb MetRS inh -0.2, Scp1 inh -3 and MsrA inhibitor 0.7.
Screening CC1(OC(=O)C2CCCC2)C(=O)C=C2C=C(c3ccsc3)N(C(CO)CO)C=C2C1=O (centres undefined) returned STEP block 0, LMPTP block -0.5, Rpn11 block inactive, NadD block 3, DNMT1 block -4, CSN deneddyl inh -5, SUMO1 PPI mod -9, Tb MetRS inh -0.2, Scp1 inh 0 and MsrA inhibitor 3.9.
Screening Cc1cc(N2CCOCC2)nc(-c2ccc([N+](=O)[O-])cc2)n1 returned STEP block 4, LMPTP block -0.2, Rpn11 block inactive, NadD block 4, DNMT1 block 1, CSN deneddyl inh 0, SUMO1 PPI mod -22, Tb MetRS inh 0.0, Scp1 inh -5 and MsrA inhibitor -0.1.
`CC(=O)c1cccc(NC(=O)C2CCCN(S(=O)(=O)c3ccccc3)C2)c1` (centres undefined) gave STEP block 0, LMPTP block 0.3, Rpn11 block inactive, NadD block 7, DNMT1 block 1, CSN deneddyl inh 3, SUMO1 PPI mod -2, Tb MetRS inh -0.1, Scp1 inh -3 and MsrA inhibitor -0.1.
`O=C(Cn1nnc(-c2ccccc2)n1)N/N=C/c1ccco1` gave STEP block 0, LMPTP block 0.4, Rpn11 block inactive, NadD block 3, DNMT1 block 5, CSN deneddyl inh -8, SUMO1 PPI mod -4, Tb MetRS inh 0.3, Scp1 inh -5 and MsrA inhibitor 1.7.
COc1cccc(C2C3=C(CCCC3=O)Nc3nc(-c4cc(OC)c(OC)c(OC)c4)nn32)c1 (centres undefined) was read as STEP block -3, LMPTP block 0.3, Rpn11 block inactive, NadD block -1, DNMT1 block 1, CSN deneddyl inh -3, SUMO1 PPI mod 7, Tb MetRS inh 0.0, Scp1 inh -7 and MsrA inhibitor 0.1.
Screening CCCNC(=O)C1(C)CCCN(Cc2ccccc2-c2ccccc2)C1 (centres undefined) returned STEP block 6, LMPTP block -1.0, Rpn11 block inactive, NadD block -5, DNMT1 block 3, CSN deneddyl inh 0, SUMO1 PPI mod 2 and Tb MetRS inh 0.1.
Screening CCCCC(=O)Nc1ccc(N2CCN(c3ccc(F)cc3)CC2)cc1 returned STEP block 2, LMPTP block 5.4, Rpn11 block inactive, NadD block 0, DNMT1 block 2, CSN deneddyl inh 1, SUMO1 PPI mod 1, Tb MetRS inh -0.4, Scp1 inh -9 and MsrA inhibitor 0.3.
CCCCN(Cc1ccco1)S(=O)(=O)c1c[nH]c(C(=O)OC)c1 was read as STEP block 2, LMPTP block 0.4, Rpn11 block inactive, NadD block 0, DNMT1 block 1, CSN deneddyl inh 1, SUMO1 PPI mod 0, Tb MetRS inh -0.3, Scp1 inh -1 and MsrA inhibitor 0.7.
CN(C/C=C/c1ccccc1)C1CCCCC1 was read as STEP block 2, LMPTP block 1.4, Rpn11 block inactive, NadD block 2, DNMT1 block 3, CSN deneddyl inh 0, SUMO1 PPI mod -4, Tb MetRS inh 0.1, Scp1 inh -7 and MsrA inhibitor -0.9.
`O=C(COC(=O)/C=C/c1ccco1)Nc1cccc([N+](=O)[O-])c1` gave STEP block 2, LMPTP block -0.6, Rpn11 block inactive, NadD block 2, DNMT1 block 28, CSN deneddyl inh -12, SUMO1 PPI mod -12, Tb MetRS inh -1.5, Scp1 inh 39 and MsrA inhibitor 0.3.
For CCOC(=O)C1=CCC(c2ccccc2)N(S(=O)(=O)c2ccccc2[N+](=O)[O-])C1 (centres undefined) the results were STEP block -1, LMPTP block -0.3, Rpn11 block inactive, NadD block -10, DNMT1 block -5, CSN deneddyl inh -4, SUMO1 PPI mod 1, Tb MetRS inh -0.8 and MsrA inhibitor 0.4.
For CC(C)(OC(=O)c1ccc(C(F)(F)F)cc1)c1cc2ccccc2c(=O)o1 the results were STEP block 3, LMPTP block 3.2, Rpn11 block inactive, NadD block -7, DNMT1 block 7, CSN deneddyl inh 5, SUMO1 PPI mod -1, Tb MetRS inh 0.1, Scp1 inh -14 and MsrA inhibitor 0.2.
CC(=O)N/C(=C\c1ccccc1)C(=O)NC(C)C(=O)O (centres undefined) was read as STEP block 2, LMPTP block -0.7, Rpn11 block inactive, NadD block 1, DNMT1 block -1, CSN deneddyl inh -4, SUMO1 PPI mod 2, Tb MetRS inh 0.2, Scp1 inh -6 and MsrA inhibitor -0.5.
`Cc1cc(C)n(-c2ccc(C(=O)NC(C)C)cc2)n1` gave STEP block -2, LMPTP block -1.1, Rpn11 block inactive, NadD block -2, DNMT1 block 2, CSN deneddyl inh 1, SUMO1 PPI mod 2, Tb MetRS inh -0.5 and Scp1 inh 3.
Clc1ccc(-c2csc(=Nc3cccnc3)n2CCCn2ccnc2)cc1Cl was read as STEP block 7, LMPTP block 5.2, Rpn11 block inactive, NadD block 1, DNMT1 block -8, CSN deneddyl inh -13, SUMO1 PPI mod -5, Tb MetRS inh -0.5, Scp1 inh 0 and MsrA inhibitor 0.8.
For Clc1ccc(Cn2c(-c3cccnc3Cl)nc3ccccc32)cc1 the results were STEP block 0, LMPTP block 0.8, Rpn11 block inactive, NadD block -1, DNMT1 block -4, CSN deneddyl inh -5, SUMO1 PPI mod -2, Tb MetRS inh -0.7, Scp1 inh -3 and MsrA inhibitor -1.6.
O=c1c(-c2ccccc2)nc2ccccc2n1C(CCc1ccccc1)c1nc2ccccc2[nH]1 (centres undefined) was read as LMPTP block 3.5, CSN deneddyl inh -6, SUMO1 PPI mod -16, Tb MetRS inh -0.6 and MsrA inhibitor 1.3.
Screening CCOC(=O)c1cnc(SCc2nc(N)nc(Nc3ccccc3)n2)nc1N returned STEP block 0, LMPTP block 1.2, Rpn11 block inactive, NadD block -3, DNMT1 block -6, CSN deneddyl inh 1, SUMO1 PPI mod 3, Tb MetRS inh 0.2, Scp1 inh -5 and MsrA inhibitor -1.0.

Next section; the last 2 above are carried over.
O=c1c(-c2ccccc2)nc2ccccc2n1C(CCc1ccccc1)c1nc2ccccc2[nH]1 (centres undefined) was read as LMPTP block 3.5, CSN deneddyl inh -6, SUMO1 PPI mod -16, Tb MetRS inh -0.6 and MsrA inhibitor 1.3.
Screening CCOC(=O)c1cnc(SCc2nc(N)nc(Nc3ccccc3)n2)nc1N returned STEP block 0, LMPTP block 1.2, Rpn11 block inactive, NadD block -3, DNMT1 block -6, CSN deneddyl inh 1, SUMO1 PPI mod 3, Tb MetRS inh 0.2, Scp1 inh -5 and MsrA inhibitor -1.0.
Screening CCN1C(=O)CC(c2ccc(OC(C)C)cc2)C1=O (centres undefined) returned STEP block -1, LMPTP block 1.5, Rpn11 block inactive, NadD block -5, DNMT1 block 2, CSN deneddyl inh 1, SUMO1 PPI mod 7, Tb MetRS inh -0.4, Scp1 inh -12 and MsrA inhibitor 0.0.
`O=C(O)C(=Cc1ccccc1)Cc1ccccc1` gave STEP block 0, LMPTP block -0.1, Rpn11 block inactive, NadD block -3, DNMT1 block 1, CSN deneddyl inh 0, SUMO1 PPI mod 4, Tb MetRS inh -0.3, Scp1 inh -8 and MsrA inhibitor -0.1.
COc1ccccc1-c1cc2c(c3c1ccn3C)C1CCC2O1 (centres undefined) was read as STEP block 0, LMPTP block 0.0, Rpn11 block inactive, NadD block -6, DNMT1 block 1, CSN deneddyl inh -2, SUMO1 PPI mod -2, Tb MetRS inh 0.0 and MsrA inhibitor 0.4.
For Oc1ccc(F)cc1-c1cc(-c2ccc3c(c2)OCCO3)n[nH]1 the results were STEP block -2, LMPTP block 0.3, Rpn11 block inactive, NadD block -3, DNMT1 block -9, CSN deneddyl inh 5, SUMO1 PPI mod 3, Tb MetRS inh -0.7, Scp1 inh -5 and MsrA inhibitor 0.2.
`CCCC(=O)c1ccc(N2CCOCC2)c(F)c1` gave STEP block -2, LMPTP block -0.1, Rpn11 block inactive, NadD block -2, DNMT1 block 5, CSN deneddyl inh -7, SUMO1 PPI mod -2, Tb MetRS inh -1.7, Scp1 inh 3 and MsrA inhibitor 1.5.
Cc1ccc(CC2CC(=O)N(CC(=O)O)C2=O)cc1 (centres undefined) was read as STEP block -1, LMPTP block -0.7, Rpn11 block inactive, NadD block 2, DNMT1 block 5, CSN deneddyl inh 5, SUMO1 PPI mod 3, Tb MetRS inh -0.4, Scp1 inh 0 and MsrA inhibitor -0.3.
For COc1ccc(OC)c(N/C=C/C(=O)c2ccc(OC)c(OC)c2)c1 the results were STEP block 5, LMPTP block 0.8, Rpn11 block inactive, NadD block -12, DNMT1 block -3, CSN deneddyl inh 2, SUMO1 PPI mod -17, Tb MetRS inh -1.4, Scp1 inh 1 and MsrA inhibitor 1.4.
Screening CCn1c(SCC(=O)Nc2ccc(N3CCOCC3)c(Cl)c2)nnc1-c1ccc(N)cc1 returned STEP block -2, LMPTP block -0.4, Rpn11 block inactive, NadD block 9, DNMT1 block -10, CSN deneddyl inh 1, SUMO1 PPI mod 0, Tb MetRS inh 0.4, Scp1 inh 0 and MsrA inhibitor 0.0.
For COc1ccc(S(=O)(=O)N2CCOC23CCN(S(=O)(=O)c2ccccc2)CC3)cc1 the results were STEP block 3, LMPTP block 1.5, Rpn11 block inactive, NadD block 0, DNMT1 block -1, CSN deneddyl inh 2, SUMO1 PPI mod 0, Tb MetRS inh -0.2, Scp1 inh -5 and MsrA inhibitor -1.2.

Screening data: PubChem, several laboratories

No enrichment for hits; about 3.9% have a hit in one of these screens.
